Source: PubChem BioAssay
proCasp3 act: activators of human procaspase-3. hit rate 0.11% among 330,000. P42574. recombinant procaspase-3 D3A, Ac-DEVD-pNA absorbance 405 nm. activation, % at 8.5 µM;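 active = activation above the mean of all tested compounds plus 3 SD, cut at about 21% in these data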;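 note: 0% = DMSO alone and 100% = DMSO wells spiked with extra 5 µM PC-3 D3A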
Target sequence (P42574 whole entry D9A/D28A/D175A): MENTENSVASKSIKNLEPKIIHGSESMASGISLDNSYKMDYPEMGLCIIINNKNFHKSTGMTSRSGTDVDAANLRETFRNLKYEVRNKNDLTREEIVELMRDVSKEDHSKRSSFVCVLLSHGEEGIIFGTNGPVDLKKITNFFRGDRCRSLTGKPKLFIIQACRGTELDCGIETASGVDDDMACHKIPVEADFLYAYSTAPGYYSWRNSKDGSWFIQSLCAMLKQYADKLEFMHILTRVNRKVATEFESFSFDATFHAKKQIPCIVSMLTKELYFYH
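Technique: 405 nm absorbance of p-nitroaniline, reads at 0 and 120 min; Test system: Procaspase-3 D3A mutant; Incubation: 1 h enzyme-compound preincubation, then 2 h substrate reaction, 25 °C; Repeats: singlicate, each compound tested once; Benchmarks: low control DMSO wells, high control DMSO plus 5 µM PC-3 D3A.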
RPL19A TOR yeast: alters RPL19A-GFP fluorescence in TOR pathway yeast screen; S. cerevisiae RPL19A-GFP strain, flow cytometry, 3 h; stronger effect = lower value; hit rate 0.3% among 330,000; AID 2025; percent response vs DMSO, % at 10 µM;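 active = percent response vs DMSO below 50%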;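 note: median channel GFP fluorescence of the barcoded RPL19A-GFP strain; ratio of sample median GFP to plate DMSO average so 100% = DMSO; lower means less RPL19A-GFP as with rapamycin TOR inhibition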
AHR act: activators of human aryl hydrocarbon receptor. hit rate 2.5% among 320,000. AHR-responsive luciferase reporter cells, luminescence. activation, % at 5 µM. P35869; in the data active = activation above about 47%;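 note: 0% = vehicle wells and 100% = reference agonist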
CR mimetic SO: caloric restriction mimetics inhibiting age-related superoxide in yeast | superoxide response (% of plate mean), % at 10 µM | hit rate 0.18% among 330,000 | AID 2690 | S. cerevisiae aged cells, superoxide DHE fluorescence; stronger effect = lower value;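 active = superoxide response under a set limit, about three screen SD below normal, cut at about 65% in these data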;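 note: yeast aged for seven days with compound at 30 °C before DHE staining; 100% = average MFI of all compound-treated wells on the plate with controls excluded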
LAP4 TOR yeast: yeast TOR pathway LAP4-GFP modulation. S. cerevisiae LAP4-GFP multiplex, flow cytometry GFP, 3 h; median GFP as percent of DMSO wells. AID 2023. hit rate 0.34% among 320,000. GFP response vs DMSO, % at 10 µM;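 active = GFP response vs DMSO above a set limit, about the screen mean plus 3 SD, cut at about 150% in these data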
GASC-1 inh: inhibitors of human GASC-1 (JMJD2C) demethylase; Q9H3R0; GST-JMJD2C(1-420) H3K9me3 demethylation, DELFIA europium; inhibition, % at 2.35 µM; hit rate 0.069% among 330,000;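 active = more than half of a compound's replicate wells show inhibition beyond 50%, single wells judged on their own value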;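 note: signal counts dimethyl H3K9 product captured on neutravidin plate; 0% = median of DMSO wells and 100% = 0.3 times that DMSO median; strong numbers were not always called active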
Target sequence (Q9H3R0 1-420 limits assumed): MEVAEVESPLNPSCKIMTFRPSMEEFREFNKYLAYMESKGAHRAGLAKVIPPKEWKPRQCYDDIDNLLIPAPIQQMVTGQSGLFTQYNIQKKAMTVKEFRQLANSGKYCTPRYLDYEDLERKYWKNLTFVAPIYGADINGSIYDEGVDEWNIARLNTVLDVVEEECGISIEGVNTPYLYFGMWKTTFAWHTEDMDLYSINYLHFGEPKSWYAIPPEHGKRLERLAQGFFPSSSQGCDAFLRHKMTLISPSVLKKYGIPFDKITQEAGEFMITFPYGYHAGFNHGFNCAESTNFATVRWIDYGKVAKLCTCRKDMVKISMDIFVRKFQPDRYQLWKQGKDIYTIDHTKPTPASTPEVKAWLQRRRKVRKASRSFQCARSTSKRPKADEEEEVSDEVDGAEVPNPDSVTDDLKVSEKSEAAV
proCasp7 act: counter-screen for procaspase-3 activators: activators of human procaspase-7; P55210; recombinant procaspase-7, Ac-DEVD-pNA absorbance 405 nm; D23A/D198A/D206A triple mutant, cannot self-cleave; scale: DMSO 0, 5 µM enzyme 100; activation, % at 8.5 µM; hit rate 0.093% among 330,000;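 active = percent activation above the screen-wide mean plus 3 SD, cut at about 25% in these data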
Target sequence (P55210 whole entry D23A/D198A/D206A): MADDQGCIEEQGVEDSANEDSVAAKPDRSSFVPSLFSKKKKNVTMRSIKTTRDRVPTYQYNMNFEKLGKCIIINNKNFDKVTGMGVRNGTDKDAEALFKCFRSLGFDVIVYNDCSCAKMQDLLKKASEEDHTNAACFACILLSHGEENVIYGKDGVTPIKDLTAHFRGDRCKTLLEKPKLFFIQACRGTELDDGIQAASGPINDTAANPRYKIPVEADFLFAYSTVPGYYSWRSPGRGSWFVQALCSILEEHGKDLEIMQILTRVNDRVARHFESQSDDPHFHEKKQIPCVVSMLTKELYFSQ
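Detection: p-Nitroaniline absorbance at 405 nm, read at 0 and 120 min; system: Uncleavable procaspase-7 mutant enzyme; evaluation: % activation from two-timepoint absorbance difference, scaled to controls; times: 1 h enzyme–compound preincubation and 2 h substrate reaction, both 25 °C; buffer or medium: Zinc-free HEPES pH 7.4 with 300 mM NaCl, 0.01% Triton X-100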
MEP2 TOR yeast: alters MEP2-GFP fluorescence in TOR pathway yeast screen; S. cerevisiae MEP2-GFP strain, flow cytometry GFP, 3 h; 100% = DMSO control level; GFP response vs DMSO, % at 10 µM; hit rate 0.51% among 330,000; AID 2016;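 active = GFP response versus DMSO above a set limit, roughly screen mean plus 3 SD, cut at about 180% in these data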;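 note: median GFP fluorescence of the barcode-gated MEP2-GFP cells per well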
* = called active by the depositor; i = inactive; · = not tested or not shown; & = joins results of further samples.

SMILES	proCasp3 act	RPL19A TOR yeast	AHR act	CR mimetic SO	LAP4 TOR yeast	GASC-1 inh	proCasp7 act	MEP2 TOR yeast
C[C@@]12C(=O)Nc3cc(F)c(F)cc3C(=O)N1[C@H]1c3cc(Cl)ccc3OC[C@@H]1[C@@H]2c1ccccc1	5.8	94.4	6.1	99.7	104.5	31.1	1.7	96.7
C/C(N)=C(/C#N)C(=O)COC(=O)c1cc2c(s1)CCC(C)C2 (stereo unspecified)	16.1	108.4	1.5	109.8	111.7	3.5	-2.1	104.4
CC1(C)CC(=O)/C(=N/Nc2ccc(Cl)cc2)CO1	-1.5	101.5	29.1	109.1	116.5	-8.7	-5.3	100.5
O=C(OCC(=O)N1CCN(c2ccccc2)CC1)c1nc(Cl)ccc1Cl	-12.4	97.7	3.4	106.1	106.7	-0.9	-0.6	99.5
CN(C)c1nc(Oc2ccc(/C=N/O)cc2)nc(N(C)C)n1	4.3	88.9	3.3	103.2	105.3	-3.5	1.0	109.2
CCc1ccc(N(CC)C(=O)c2cn(C)c(=O)c3ccccc23)cc1	-1.8	97.4	3.2	101.8	105.2	-5.8	-0.5	101.6
O=C(/C=C/c1ccc([N+](=O)[O-])cc1)NCCc1ccccc1	-2.5	108.6	3.2	91.8	99.6	5.5	1.5	102.2
COc1ccc(N(CC(O)CN2CCCCC2)S(=O)(=O)c2ccc(C)cc2)cc1 (stereo unspecified)	2.3	95.0	10.8	108.2	97.8	1.6	-3.5	100.2
Cc1cc(-c2nnnn2-c2cc(Cl)cc(Cl)c2)no1	3.1	98.3	-1.9	93.5	112.4	0.5	3.8	91.5
O=C(Cn1cnc2cc([N+](=O)[O-])ccc2c1=O)NCCc1ccc(F)cc1	-1.2	101.2	5.5	118.8	98.8	-1.4	-5.9	100.4
CCN(C(=O)COC(=O)c1ccccc1O)c1nc2ccccc2s1	2.0	99.9	-0.4	110.4	97.2	-5.3	8.3	100.1
C=CCn1c(CCNC(=O)c2cccs2)nnc1SCC(=O)Nc1cccc(F)c1	7.8	104.7	2.7	101.2	110.7	-2.9	-0.1	104.2
CCSC1=NCN(CCCC(=O)O)CN1	1.3	102.7	1.9	82.5	98.4	3.2	5.1	101.5
COc1ccc(S(=O)(=O)NCCCCCC(=O)NCCCN2CCOCC2)cc1	-3.8	95.4	1.9	115.4	103.2	-11.5	-15.3	100.6
COc1cccc(/C=N\NC(=O)c2ccc(C)nc2)c1	-0.9	110.3	29.1	106.3	109.6	-0.2	-5.8	114.8
COc1ccc2c(c1)c(C(=O)O)c(C)n2-c1ccccc1	2.6	98.3	2.7	100.5	103.1	-8.0	6.7	100.7
CCC(=O)N1N=C(c2ccc(Cl)cc2)CC1c1ccco1 (stereo unspecified)	0.6	96.9	-2.5	98.4	116.1	-0.5	2.4	100.6
CCOc1cc2[nH]c(=S)n(Cc3ccc(C)o3)c(=O)c2cc1OCC	0.2	98.7	65.2*	108.4	103.2	4.2	-0.7	100.6
COc1ccc(C(CCN2CCOCC2)c2c(OC)cc(OC)c3c(C)cc(=O)oc23)cc1 (stereo unspecified)	2.4	·	0.9	·	·	2.0	12.7	·
O=C(c1ccc(F)cc1)C1CCN(C(=S)Nc2ccc(F)cc2)CC1	-4.5	97.7	0.6	106.0	95.4	0.6	-6.2	103.2
COc1cccc(/C=N/NC(=O)CC2C(=O)NN=C2C)c1OC (stereo unspecified)	-0.8	96.3	2.7	100.6	96.1	1.8	-6.4	108.3
CCCc1cc(=O)oc2cc(OC(C)C(=O)NCC3CCC(C(=O)O)CC3)ccc12 (stereo unspecified)	-2.1	93.3	-0.1	104.0	103.8	i	5.3	100.3
Cc1ccc(C(=O)NC(=S)NNC(=O)COc2ccccc2C)cc1	-1.8	91.8	6.1	111.4	90.5	3.7	0.2	86.3
Cn1c(=O)c2c(ncn2CC(=O)N2CCN(c3ccccc3F)CC2)n(C)c1=O	-7.2	98.4	2.1	102.8	96.9	4.4	6.7	93.9
Cc1ccc(S(=O)(=O)N(C)CC(=O)OCC(=O)NCCc2ccc(S(N)(=O)=O)cc2)cc1	-2.8	97.0	-0.6	117.0	91.7	·	8.7	97.6
O=C(NN=C1CCCCCCCCCCC1)c1cccnc1	-0.3	98.9	17.7	72.8	102.0	7.8	4.6	102.7
Cc1cc(C)nc(N2CCN(C(=O)c3ccc(S(=O)(=O)N4CCCCCC4)cc3)CC2)n1	-9.4	104.8	-0.3	96.1	99.5	-17.7	5.5	104.9
Cc1ccc(Cl)cc1NC(=O)Nc1cccs1	6.3	101.8	30.4	109.3	98.5	-10.7	-9.8	101.4
Nn1cnc2scc(-c3ccco3)c2c1=O	-6.8	106.1	2.1	93.6	107.3	20.6	-10.0	108.2
CNC(=O)C(=O)Nc1c(O)c2ccccc2[nH]c1=O	-22.9	91.9	0.8	99.2	106.5	7.3	-26.8	94.1

As a short view, part of the list above:
SMILES	proCasp3 act	RPL19A TOR yeast	AHR act	CR mimetic SO	LAP4 TOR yeast	GASC-1 inh	proCasp7 act	MEP2 TOR yeast
C[C@@]12C(=O)Nc3cc(F)c(F)cc3C(=O)N1[C@H]1c3cc(Cl)ccc3OC[C@@H]1[C@@H]2c1ccccc1	5.8	94.4	6.1	99.7	104.5	31.1	1.7	96.7
C/C(N)=C(/C#N)C(=O)COC(=O)c1cc2c(s1)CCC(C)C2 (stereo unspecified)	16.1	108.4	1.5	109.8	111.7	3.5	-2.1	104.4

(listing goes on)
SMILES	proCasp3 act	RPL19A TOR yeast	AHR act	CR mimetic SO	LAP4 TOR yeast	GASC-1 inh	proCasp7 act	MEP2 TOR yeast
CCOC(=O)CSc1nnc(CNC(=O)c2ccc([N+](=O)[O-])cc2)n1C	1.9	86.7	0.3	93.9	93.8	-9.6	0.1	93.1
Cc1nc(NC(=O)CN2CCC(O)(c3ccc(F)cc3)CC2)sc1C	1.4	105.1	0.0	105.8	108.0	-12.4	1.5	113.1
O=C(NCc1cccnc1)c1ccc(CS(=O)(=O)c2ccc(Br)cc2)o1	9.1	100.5	77.4*	101.8	99.3	1.7	8.9	110.5
Cc1ccc(N2C(=O)c3ccccc3NC2C(C)Cc2ccc3c(c2)OCO3)cc1 (stereo unspecified)	-2.3	100.5	7.2	95.2	98.9	-1.5	3.0	100.2
CCn1nc(C(=O)N2CCc3ccccc32)c2ccccc2c1=O	1.9	97.0	22.8	119.3	93.4	-0.1	-2.1	93.3
O=C(O)COc1ccc(C(=O)c2ccccc2)cc1	2.0	97.8	-1.8	110.9	110.2	11.6	12.6	99.1
COc1ccc(N(CC(=O)NN=C2CCCCCCC2)S(=O)(=O)c2ccccc2)cc1Cl	-3.9	97.9	4.1	103.5	98.7	1.6	-7.9	99.9
COc1ccc(N2CCN(CC(O)COC(c3ccccc3)c3ccccc3)CC2)cc1 (stereo unspecified)	-7.7	102.3	-0.9	115.4	98.2	-4.0	-3.0	107.0
COc1ccc(CCNC(=O)C(=O)NCc2ccc(C)cc2)cc1OC	3.3	104.1	1.7	91.1	100.9	0.9	-5.7	99.3
O=C(Nc1c2c(nn1-c1ccc(F)cc1)CS(=O)(=O)C2)c1ccc2c(c1)OCO2	4.8	106.8	8.8	100.3	115.8	-1.3	-0.9	129.0
O=C(Nc1ccc(-c2noc(CCc3ccccc3)n2)cc1)c1cccnc1	0.2	101.2	-12.9	93.6	97.3	24.8	7.0	92.0
COc1ccc(Br)cc1/C=N/NC(=O)c1ccc(OC)c(OC)c1	2.5	111.2	37.1	102.1	99.8	5.6	-2.6	94.9
COc1ccc(-c2coc3cc4oc(=O)c5ccccc5c4cc23)cc1F	-2.4	103.5	5.4	93.4	100.5	-4.9	3.0	96.5
CCn1c(C)c(C(C)=O)c(N2CCC(C(N)=O)CC2)nc1=S	6.2	97.6	-0.7	113.5	99.6	1.2	-3.8	104.4
CCS(=O)(=O)N1CCN(C(=O)c2ccc(-c3ccccc3)cc2)CC1	20.6	102.0	-1.3	123.0	99.8	-2.4	3.7	113.7
O=C(COC(=O)c1cccc(S(=O)(=O)N2CCN(c3ccccc3)CC2)c1)NCc1ccco1	-7.2	96.0	-1.1	97.1	96.2	-3.4	9.6	105.3
CCC(C)(C)NC(=O)C(c1cccn1C)N(C(=O)Cn1nnc2ccccc21)c1ccccc1OC (stereo unspecified)	3.2	93.8	-1.6	97.6	98.8	2.1&2.9	-2.3	99.0
O=S(=O)(c1ccc(=S)[nH]c1)N1CCN(Cc2ccccc2)CC1	-16.0	92.7	-1.4	78.2	97.2	-0.5	-14.3	97.2
CC(=O)c1ccc(NC(=O)N2CCCC(C(=O)c3ccc4c(c3)OCO4)C2)cc1 (stereo unspecified)	10.3	111.1	5.6	97.4	91.5	-2.4	1.3	102.9
Cc1ccc(C(c2sc3ncnn3c2O)N2CCCCC2)cc1 (stereo unspecified)	7.0	96.3	6.4	101.3	99.2	-4.5	1.4	103.0
CC1CCN(Cc2cc(=O)oc3cc4c(cc23)CCCC4)CC1	-1.7	97.7	-0.8	104.3	112.5	8.3	2.6	100.2
COc1ccc(-c2nc3cnccn3c2NC(C)(C)CC(C)(C)C)cc1O	2.3	100.2	18.8	105.3	98.2	-3.1	8.5	96.2
O=[N+]([O-])c1ccc(-c2nc3ccc([N+](=O)[O-])cc3[nH]2)cc1	-2.0	92.6	5.7	96.5	92.3	-6.8	3.4	95.7
COc1cc(-c2[nH]nc3c2C(c2ccco2)C(C#N)=C(N)O3)cc(OC)c1OC (stereo unspecified)	6.7	100.6	5.9	86.9	98.8	2.5	-4.5	99.6
Cc1cc(NC(=O)CSc2nc3c(c(=O)n(C)c(=O)n3C)n2C(C)C)no1	-2.6	94.3	2.1	119.2	92.9	i	19.4	98.7
CCCn1c(Nc2nc3ccccc3n2C)nc2ccccc21	-2.0	89.2	3.1	69.0	95.5	-2.9	15.2	95.2
CCOC(=O)c1c(NC(=O)C2C3C=CC(C3)C2C(=O)O)sc2c1CC(C)CC2 (stereo unspecified)	3.3	98.1	3.0	98.8	94.6	-1.5	-4.9	97.9
CCOc1ccccc1N1CCN(c2nc3ccccc3nc2C(C#N)C(=O)OC)CC1 (stereo unspecified)	-5.9	92.1	14.0	103.1	92.8	10.0	1.9	86.1
CNC(=S)N1CCN(C(c2ccccc2)c2ccccc2)CC1	-0.2	101.3	-1.5	86.5	101.0	10.4	5.7	99.7
CCOCCCNC(=O)CN1C(=O)/C(=C/c2ccccc2)Sc2ccccc21	-10.6	100.6	1.8	99.4	96.2	-1.4	-1.7	108.7
NCC(O)COCCC12CC3CC(CC(C3)C1)C2 (stereo unspecified)	0.8	103.3	0.7	102.6	108.5	43.4	-2.4	100.6
Brc1ccc2[nH]c3c(c2c1)CCC3	-7.4	95.6	11.1	108.4	118.7	0.3	-0.1	104.2
Cc1ccc(C(=O)Nc2nc3ccc(S(C)(=O)=O)cc3s2)s1	-1.3	97.1	0.7	104.2	105.0	-14.6	6.0	103.8
Cc1ccoc1C(=O)N1CCCC(CO)(Cc2ccc(F)cc2)C1 (stereo unspecified)	·	116.3	·	99.6	85.2	-2.0	·	108.1

Single records, from the list above. Screens in order: proCasp3 act | RPL19A TOR yeast | AHR act | CR mimetic SO | LAP4 TOR yeast | GASC-1 inh | proCasp7 act | MEP2 TOR yeast
Shown for NCC(O)COCCC12CC3CC(CC(C3)C1)C2 (stereo unspecified) : 0.8 | 103.3 | 0.7 | 102.6 | 108.5 | 43.4 | -2.4 | 100.6
Shown for Cc1ccoc1C(=O)N1CCCC(CO)(Cc2ccc(F)cc2)C1 (stereo unspecified) : · | 116.3 | · | 99.6 | 85.2 | -2.0 | · | 108.1
